# T cell modulator – modulators of CD8 T cell-vesicle binding, primary screen, mouse 2C CD8+ T cells, flow cytometry. 2C CD8+ T cell-vesicle binding; stronger effect = lower value. calls only at 7 µM. 0.068% of 330,000 active. AID 2052, 2009;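 active means response, share of CD8 T cells binding vesicles, and their 90th percentile fluorescence all below set limits, cut at about 80% in these data, passing the limit was not always enough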
#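 Incubation: binding step 1.5 h, 37 °C, antibody labelling 20 min, ice; system: murine 2C transgenic CD8+ T lymphocytes; technique: cytometric PE anti-B7-1 and Alexa647 anti-CD8 signals after 1% paraformaldehyde fixation; also added: QL9-charged Drosophila Ld/ICAM-1/B7-1 vesicles; control set: naked versus QL9-loaded vesicles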
# M1AAP inhibition – P. falciparum M1AAP inhibitors, biochemical, fluorogenic H-Leu-NHMec substrate, 1536-well (AID 1445); Aminopeptidase N (Plasmodium falciparum (isolate 3D7)); recombinant M1AAP, H-Leu-NHMec fluorogenic kinetic assay; higher % means a stronger effect; 0.42% of 220,000 active; inhibition, % at 30 µM, or IC50 in µM where a hit was titrated;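 active means primary inhibition above the hit cutoff, then over 50% inhibition at one or more dose response concentrations, cut at about 23% in these data, passing the limit was not always enough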;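 further: plate controls were DMSO full reaction for no effect and no enzyme background for full effect; strong numbers were not always called active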
# P. falciparum M17LAP – P. falciparum M17LAP inhibitors, primary screen, biochemical, fluorogenic H-Leu-NHMec substrate, 1536-well (AID 1619) | 0.38% of 220,000 active | recombinant M17LAP, H-Leu-NHMec fluorogenic kinetic assay; higher % means a stronger effect | Leucine aminopeptidase (Plasmodium falciparum (isolate 3D7)) | inhibition, % at 30 µM; hits with a dose series show IC50 in µM;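 active means compound inhibiting the enzyme by more than half at any dose during confirmatory dose-response retesting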;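 further: plate controls were full reaction with DMSO carrier for no effect and no enzyme background for full effect; strong numbers were not always called active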
# MT stabilizer – microtubule stabilizers in HeLa cells, primary screen, imaging, high-content imaging. 0.83% of 200,000 active. HeLa tubulin immunostaining HCS, 24 h; share of cells brighter than vehicle mean+2SD. AID 2205, 2009. % tubulin-high responders, % at 10 µM;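 active means plate Z-score above 3 for both tubulin-high and condensed-nucleus cell shares, with cell loss under 80%, at 10 µM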;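 further: anti alpha tubulin signal scored within the nucleus-defined area of each cell; some results filed as inactive read as strong as hits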
# Yfh1-depleted yeast – enhancers of respiration in Yfh1-depleted yeast, dose response, Friedreich's ataxia, plus single-dose screen (AID 1465); S. cerevisiae Yfh1-off respiration, WST-1 reduction, 72 h; higher fold induction means a stronger effect; 0.074% of 220,000 active; fold induction at 50 µM; hits with a dose series show EC50 in µM;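 active means fold induction of absorbance versus untreated yeast above a set limit, then at least 30% activation at any dose in follow-up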;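 further: activators that raise dye reduction in frataxin-depleted yeast; strong numbers were not always called active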
# WT yeast gro inh – growth inhibition of WT strain, primary screen, mitochondrial fusion inhibitor project, WT and mutant strains, chemical genetic; mitochondrial fusion phenotypic screen; inhibition, % at 10 µM; 2.1% of 190,000 active; AID 1362, 2008; in the data active means inhibition above about 58%; tested in S. cerevisiae
# Autophagy mod – autophagy modulators in MEF cells, primary screen, imaging, high-content, MEF GFP-LC3; MEF GFP-LC3 puncta imaging; test concentration mostly 10 µM; 0.98% of 190,000 active; calls only at 10 µM (by protocol);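 active means percentage of spot-positive cells more than 3 SD above its plate mean, without a fluorescence outlier flag or 80% toxicity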;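 further: spot-positive cell cutoff set from DMSO-treated cells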
# Dynein cargo inh – inhibitors of GR-EGFP nuclear translocation, primary screen, dynein cargo transport inhibitor project, imaging, high-content, 3617.4 mouse cells; test concentration mostly 20 µM; stimulated with dexamethasone, 1 µM; stronger effect = lower value; z-score, hits read low; 0.47% of 220,000 active; AID 1381, 2008;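 active means plate z-score of nuclear minus cytoplasmic receptor signal below a set negative limit, without overly bright fluorescence or cell loss, cut at about -3.5 in these data, passing the limit was not always enough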;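 further: z-score of nuclear minus cytoplasmic ring GR-EGFP intensity difference per well; some compounds called inactive have numbers as strong as hits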
#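 Medium: Induction medium lacking tetracycline, stripped serum | Probe or stimulus: 1.0 µM final dexamethasone stimulus | Schedule: 48 h induction, then 1 h compound, then 30 min agonist, 37 °C | Signal: Automated 10x imaging of fixed Hoechst-stained cells | Evaluation: Per-cell GR-EGFP intensity, nucleus versus surrounding cytoplasmic ring, well-averaged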
# b-catenin transl – modulators of beta-catenin nuclear translocation, primary screen, imaging, HeLa cells, immunofluorescence, high-content; nuclear translocation activity, % at 5 µM; 0.3% of 190,000 active; AID 1665, 2009;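 active means nuclear translocation activity above 50% at 5 µM, with a well cell count of 50 or more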;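 further: per-cell ratio of nuclear to cytoplasmic median beta-catenin stain intensity; plate controls were DMSO negative control for no effect and GSK-3 inhibitor IX positive control for full effect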
#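 Read-out: Nuclear/cytoplasmic beta-catenin signal ratio, % activation | Assay system: Human HeLa cell line | Times: 24 h compound exposure at 37°C, 5% CO2 | Signal: Fluorescence imaging of beta-catenin antibody stain plus DAPI | Dosing: 5 µM primary, 0.02–20 µM confirmation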
# WT yeast gro inh mutant strain – recorded beside WT yeast gro inh, whose call it bears; inhibition, %; mitochondrial fusion phenotypic screen, mutant strain inhibition
# Dynein cargo inh cytoplasmic EGFP – also measured in Dynein cargo inh; calls as there; z-score; measured here: cytoplasmic GR-EGFP intensity; stronger effect = higher value
# Dynein cargo inh nuclear GR-EGFP – recorded beside Dynein cargo inh, whose call it bears; z-score; measured here: nuclear GR-EGFP intensity;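 lower value marks the stronger effect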
# Dynein cargo inh cell count – further read-out of Dynein cargo inh, marked with its call; z-score; measured here: cell count per field
# b-catenin transl cell count 5 µM – also measured in b-catenin transl; calls as there; cell count; measured here: cell count, cytotoxicity flag
# T cell modulator vesicle-bound % – recorded beside T cell modulator, whose call it bears; double positive events, %; measured here: CD8+ vesicle-bound cell fraction;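 binding gate set so that unloaded-vesicle control wells show 10% double positive cells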
# MT stabilizer Hoechst-high % – second read-out of MT stabilizer, no call of its own (marks repeat the call); % Hoechst-high responders; measured here: nuclear condensation Hoechst responders;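 share of cells brighter than vehicle mean plus two SD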
# MT stabilizer cytotoxicity % – also measured in MT stabilizer; calls as there; toxicity, %; measured here: cytotoxicity by cell density;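 0% = mean cell density of plate MIN control wells and 100% = no cells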
# Autophagy mod cell loss 18 h – second read-out of Autophagy mod, no call of its own (marks repeat the call); toxicity, %; measured here: cell loss, nuclei count;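 cell loss after 18 h compound exposure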
# An asterisk follows results filed as active; i = inactive; x = not tested or not shown. Rows are unselected. Share with any hit: about 4.4%.
SMILES,T cell modulator,T cell modulator vesicle-bound %,M1AAP inhibition,P. falciparum M17LAP,MT stabilizer,MT stabilizer Hoechst-high %,MT stabilizer cytotoxicity %,Yfh1-depleted yeast,WT yeast gro inh,WT yeast gro inh mutant strain,Autophagy mod,Autophagy mod cell loss 18 h,Dynein cargo inh,Dynein cargo inh cytoplasmic EGFP,Dynein cargo inh nuclear GR-EGFP,Dynein cargo inh cell count,b-catenin transl,b-catenin transl cell count 5 µM
N/C(=N\OC(=O)c1cccs1)c1ccccc1,i,54,9%,12%,2.2,1.5,9.5,i,-7,10,i,1,0.22,-0.21,0.19,0.27,0.3,811
CC1(C)CCCC2=C1CC1C(=O)N(N)C(=O)C1C2 (stereo unspecified),i,42,4%,0%,x,x,x,i,x,x,x,x,0.12,-0.24,-0.018,0.33,1.1,1251
COc1cccc(OCC(O)CN(CCO)Cc2ccccc2)c1 (stereo unspecified),i,56,-9%,4%,1.5,1.4,13,i,-5,2,i,18,-0.83,-0.21,-0.37,2.2,-2.9,1045
COc1ccc2c(c1)CC/C(=C\c1ccc(OC)c(Cn3cccn3)c1)C2=O,i,49,11%,5%,2.3,0.9,7.3,i,38,34,i,-6,-0.73,-0.077,-0.17,0.25,x,x
Cc1ccc(-n2c(SCC(=O)N/N=C/c3ccccc3C(=O)O)nnc2-c2ccccc2)cc1,i,46,5%,1%,x,x,x,i,x,x,x,x,-0.29,-0.23,0.28,0.03,-0.2,1326
COc1ccc(N(C(C)C(=O)N/N=C/c2ccc(OC(C)C)cc2)S(C)(=O)=O)cc1 (stereo unspecified),i,37,6%,5%,1.2,1.5,9.3,i,2,2,i,-10,0.99,-0.14,1.3,-1.1,-0.5,1303
O=C(COC(=O)[C@H](Cc1ccccc1)NC(=O)c1cccs1)NC1CC1,i,52,1%,8%,4.2,2.9,13,i,-17,-1,i,6,-0.13,-0.26,-0.055,1.2,-2.9,1148
O=c1c2c3c(sc2ncn1/N=C/c1cccnc1)CCCC3,i,26,2%,0%,2.8,2.0,3.5,i,13,26,i,-2,-0.3,-0.35,-0.0064,0.71,-2.0,1091
Cc1cc(C)nc(SCc2nnc(SCC#N)n2-c2cccc(Cl)c2)n1,i,21,-8%,2%,5.1,2.3,4.1,i,-18,-15,i,2,0.071,-0.26,0.073,0.46,-4.3,804
COc1cc(CNc2ccc3c(c2)OCCO3)ccc1OCC(N)=O,i,22,11%,12%,3.8,2.9,5.5,i,-8,-18,i,29,0.33,-0.24,0.38,-0.35,0.5,1599
Cc1ccccc1NC(=O)C1C2CC/C=C\CCC21 (stereo unspecified),i,34,9%,12%,3.2,2.3,13,i,1,-29,i,-8,0.36,-0.27,-0.15,-0.062,-1.5,524
Cc1nnc(NC(=O)c2cccc(S(=O)(=O)N3CCOCC3)c2)s1,i,35,2%,11%,2.3,1.8,9.9,i,-4,-4,i,-5,-0.19,0.035,0.23,0.62,-2.4,1238
Cc1nn(C)cc1C(=O)NNC(=S)Nc1ccccc1,i,20,8%,-4%,2.7,2.1,10,i,10,6,i,-17,2.2,-0.19,1.8,-1.5,-0.3,1367
O=C(CN1C(=O)/C(=C\c2ccc(F)cc2)Oc2ccccc21)N1CCN(c2ccccn2)CC1,i,6,0%,-1%,1.8,2.6,7.1,i,1,5,i,2,0.14,-0.31,-0.27,0.42,0.6,918
CCOC(=O)CC(=O)Nc1ccc(C)cc1,i,24,-3%,-3%,2.2,2.3,5.6,x,0,6,i,4,-0.34,-0.18,0.66,0.052,0.7,785
CCc1nc2sc3c(c2c(=O)n1N)CCC3,i,41,1%,4%,2.5,2.9,11,i,-4,6,i,17,-0.3,-0.19,0.18,0.42,-4.5,999
Cc1cc(C(F)(F)F)nn1Cc1n[nH]c(=S)n1-c1ccc(F)cc1,i,42,7%,3%,3.0,2.5,6.9,i,4,7,i,3,-0.23,-0.25,-0.19,0.19,-3.4,537
Cn1c(=O)c2c(nc(N3CCCC3)n2CC(O)CO)n(C)c1=O (stereo unspecified),i,34,0%,7%,2.8,1.5,4.2,i,-15,-7,i,1,-0.56,-0.32,0.023,0.42,-1.7,1214
CC(=O)Nn1cnc2c(c1=O)C1(CCCC1)Cc1ccccc1-2,i,32,4%,-3%,4.0,2.3,2.8,i,-7,-10,i,3,2.3,-0.21,1.2,-0.69,-0.7,1088
O=C(Nc1ccc(NC(=O)C2CC2)nc1)c1ccccn1,i,46,8%,-7%,2.9,1.8,1.0,i,20,10,i,14,0.63,-0.17,0.14,1.2,0.8,1200
Cc1cc(C)c(/C=N/NC(=O)c2nnn(-c3nonc3N)c2COc2ccc(F)cc2)c(C)c1,i,18,6%,12%,x,x,x,i,x,x,x,x,-0.77,-0.26,-0.34,0.093,0.8,1279
O=C(CCN1CCCC1)Nc1cccc(Br)c1,i,11,0%,7%,1.6,1.7,7.0,i,13,-38,i,43,-0.21,-0.21,0.1,0.35,-2.2,1214
CC1=CCC(C(=O)N/N=C/c2cccs2)C(c2ccc(F)cc2)C1 (stereo unspecified),i,30,2%,-5%,2.9,1.4,4.6,i,-5,0,i,5,-0.0033,-0.26,-0.87,-0.41,-0.5,1355
CN(CC(=O)O)c1ccc(S(=O)(=O)N2CCOCC2)cc1[N+](=O)[O-],i,39,7%,10%,3.3,1.6,8.7,i,-10,13,i,5,-1.2,0.053,-0.58,0.65,-2.2,1070
Fc1ccc(-n2[nH]nnc2=S)cc1N1CCCC1,i,31,3%,6%,3.7,3.4,11,i,4,-9,i,-45,-0.58,-0.12,-0.28,0.73,-4.6,772
CC1CCN(C(=O)CC#N)CC1,i,58,-2%,-2%,x,x,x,i,x,x,x,x,1.6,-0.24,0.51,-1,0.4,1397
Cc1cccc(/C=N/n2c(-c3ccccn3)n[nH]c2=S)c1,i,21,-1%,-9%,4.7,2.0,4.0,i,-4,12,i,8,-0.81,-0.2,-0.37,0.1,-0.4,1169
O=S(=O)(c1cccs1)N1CCN(c2ncccn2)CC1,i,30,4%,-8%,3.5,1.8,0.4,i,6,3,i,-2,-0.86,-0.27,-0.98,0.32,-1.4,1113
Cc1ccccc1-n1nc(-c2ccc(N)cc2)cc1N,i,19,1%,-7%,5.5,2.5,9.8,i,13,9,i,14,-0.51,-0.19,-0.052,0.57,1.8,963
COc1cccc(NC(=O)COC(=O)C2CCN(S(=O)(=O)c3cccs3)CC2)c1,i,44,2%,2%,3.0,2.5,9.6,i,9,0,i,2,2.1,0.26,0.96,-2.2,-1.8,1017
C/C(=N\OCC(=O)N/N=C/c1ccccc1O)c1cccs1,i,40,16%,8%,1.0,2.0,1.1,i,x,x,i,7,-0.93,-0.28,-0.48,0.13,-3.4,1171
COc1ccccc1-n1cnnc1SCC(=O)NCc1cccs1,i,25,2%,-3%,1.1,1.0,5.4,i,-4,1,i,-4,-0.3,-0.22,-0.16,0.017,1.9,1024
Cc1cc(C)c(NC(=O)CSc2nccn2C)c(C)c1,i,60,-1%,-1%,2.0,1.8,1.5,i,-26,9,i,-15,0.24,-0.22,0.44,-0.42,3.8,425
CC12CC(NC(=O)N1c1cccc(C(=O)N3CCN(c4ccccc4F)CC3)c1)c1ccccc1O2 (stereo unspecified),i,49,1%,9%,4.4,2.4,15,i,-6,1,i,7,0.59,-0.074,0.43,0.93,x,x
O=C(NCc1cccs1)C1CC(c2ccc(F)cc2)=NO1 (stereo unspecified),i,53,2%,9%,2.8,2.0,4.0,i,11,6,i,7,-1.5,-0.25,-1,1.6,-0.2,1088
COc1ccccc1OCCCOc1ccc([N+](=O)[O-])cc1Cl,i,29,2%,4%,2.4,2.0,3.4,i,0,-4,i,11,0.35,-0.12,0.71,0.41,4.7,1332

# Three entries already listed, sorted by their value in Dynein cargo inh, highest first:
SMILES	Dynein cargo inh
CC1CCN(C(=O)CC#N)CC1	1.6
COc1ccccc1OCCCOc1ccc([N+](=O)[O-])cc1Cl	0.35
Cc1ccccc1-n1nc(-c2ccc(N)cc2)cc1N	-0.51
